NCI-60 one-dose screen, 48 h, at 10 µM unless noted. Numbers give growth in % (100 = growth as untreated, 0 = no growth, -100 = all killed).
RXF 393: RXF 393 renal cancer cells | AID 1794773 | 6.9% of 77,000 active
NCI-H23: NCI-H23 lung cancer; 4% of 80,000 active
NCI-H460: NCI-H460 lung cancer; 6.8% of 82,000 active; AID 1794736
CAKI-1: CAKI-1 renal cancer | 4.7% of 75,000 active
NCI-H226: NCI-H226 lung cancer | 3.5% of 79,000 active
ACHN: ACHN renal cancer. AID 1794771. 4.9% of 81,000 active
A498: A498 renal cancer cells; AID 1794774; 5.4% of 76,000 active
NCI/ADR-RES: NCI/ADR-RES ovarian cells. AID 1794790. 4.4% of 81,000 active
NCI-H522: NCI-H522 lung cancer; 8% of 78,000 active; AID 1794739
* hit, by the source's call; . = not tested or not shown; & = joins results of further samples. How the source made its calls: active means growth percent below 10; inactive means the rest. The list is partial; the hit share may differ from the screen's.

SMILES | RXF 393 | NCI-H23 | NCI-H460 | CAKI-1 | NCI-H226 | ACHN | A498 | NCI/ADR-RES | NCI-H522
O=C(O)c1ccc(N2CC2)cc1O | 104 | 95 | 114 | 94 | 103 | 106 | 92 | 107 | 98
COC(=O)[C@@H](C)C[C@H](Cc1ccccc1)NC(=O)c1nc([C@@H](C[C@H](C(C)C)N(C)C(=O)[C@@H](NC(=O)[C@H]2CCCCN2C)C(C)C)OC(C)=O)sc1C(C)C | 24 | 25 | 5.5* | . | 52 | 18 | -9.9* | 8.7* | -9.4*
CC1(C)[C@H](O)[C@H](F)C[C@@]2(C)Oc3ccc(C(=O)Nc4ccc5c(c4)NC(=O)C54CCN(CCCCC#N)CC4)cc3C[C@H]12 | . | 55 | 21 | 57 | 70 | 43 | . | 83 | -4.7*
Cc1ccc(C(=O)O[C@H](C(=O)O)[C@H](OC(=O)c2ccc(C)cc2)C(=O)O)cc1 | 115 | 102 | 115 | 102 | 104 | 106 | 120 | 99 | 119
CN1C2CCC1CC(O)C2 (stereo not drawn) | 123 | 103 | 110 | 105 | 111 | 100 | 105 | 103 | 75
O=C(OCCOC(=O)N1CC1)N1CC1 | 112 | 100 | 104 | 102 | 99 | 109 | 102 | 105 | 95
Cc1cc(C(C)(C)C)ccc1O | 102 | 91 | 105 | 101 | 92 | 112 | 96 | 98 | 102
C1CCC(NCC2CCCO2)CC1 (stereo not drawn) | 105 | 99 | 106 | 90 | 101 | 107 | 109 | 104 | 95
CC(N)C(=O)c1ccccc1 (stereo not drawn) | 104 | 105 | 102 | 101 | 96 | 100 | 95 | 103 | .
Cc1ccc(N=C=O)cc1N=C=O | 109 | 104&104 | 141&102 | 109 | 100 | 103&97 | 139&106 | 120&102 | 108&98

Overlap with the part before: 3 entries, followed by the next part.
SMILES | RXF 393 | NCI-H23 | NCI-H460 | CAKI-1 | NCI-H226 | ACHN | A498 | NCI/ADR-RES | NCI-H522
C1CCC(NCC2CCCO2)CC1 (stereo not drawn) | 105 | 99 | 106 | 90 | 101 | 107 | 109 | 104 | 95
CC(N)C(=O)c1ccccc1 (stereo not drawn) | 104 | 105 | 102 | 101 | 96 | 100 | 95 | 103 | .
Cc1ccc(N=C=O)cc1N=C=O | 109 | 104&104 | 141&102 | 109 | 100 | 103&97 | 139&106 | 120&102 | 108&98
CN1CCN(c2ccc(Cl)cc2)CC1 | 67 | 74 | 45 | 24 | 94 | -12* | 97 | 70 | 44
N[C@@H](Cc1ccc(N(CCCl)CCCl)cc1)C(=O)O | 102 | 92 | 28 | 19 | 77 | 40 | 115 | 101 | 81
CC(Cc1ccccc1)N(C)C (stereo not drawn) | 100 | 95 | 105 | 91 | 95 | 107 | 93 | 99 | 101
NCC(O)c1ccc(O)cc1 (stereo not drawn) | 107&119 | 104&102 | 120&112 | 121&90 | 110&104 | 113 | 96&100 | 110&100 | 91&107
O=S(=O)(c1ccc(O)cc1)c1ccccc1O | 117 | . | 105 | 96 | 104 | 99 | 97 | . | .
CC(Cc1ccccc1)[N+](=O)[O-] (stereo not drawn) | 106 | 95 | 108 | 99 | 98 | 105 | 79 | 102 | 90
Cc1ccc(-c2nc3ccc(Cl)cc3c(=O)n2-c2ccccn2)cc1 | 105 | 95 | 94 | 80 | 95 | 96 | 61 | 93 | 78
CN(CCO)CCc1ccccc1 | 118 | 94 | . | . | 105 | 106 | . | 105 | 89
C=CC(=O)OCCN(C)C | 111 | 99 | 111 | 115 | 108 | 108 | 108 | 105 | 93
Cn1c(=O)c2[nH]cnc2n(C)c1=O (tested in a mixture with another compound) | 113&102 | 99&96 | 115&99 | 104&98 | 100&96 | 101&104 | 92&92 | 108&104 | 88&105
CN1C2CNC(=O)CC1C1CCC2C1 (stereo not drawn) | 106 | 104 | 112 | 101 | 100 | 102 | 122 | 120 | 85
O=C1NC(=O)C(=Cc2ccccc2[N+](=O)[O-])C(=O)N1 | 108&109 | 106&110 | 104&103 | 96&108 | 103&104 | 104&106 | 89 | 110&107 | 85&99
O=C(NC([Se])=NC1CCCCC1)c1ccccc1 | 21 | 19 | 12 | 32 | 59 | 35 | 73 | 23 | -31*
C/C(=C\c1ccn(-c2ccccc2N)n1)[C@@H]1C[C@@H]2O[C@]2(C)CCC[C@H](C)[C@H](O)[C@@H](C)C(=O)C(C)(C)[C@@H](O)CC(=O)O1 | -3.8* | 20 | 15 | 40 | 34 | 46 | 13 | -4.0* | 12
CC1(C)N=C(N)N=C(N)N1c1ccc(CCNS(=O)(=O)c2ccc(S(=O)(=O)F)cc2)cc1 | 107 | 100 | 112 | 105 | 100 | 98 | 97 | 108 | 89
CN(C)C1C(=O)C(C(N)=O)=C(O)C2(O)C(=O)C3=C(O)c4c(O)cccc4C(C)(O)C3CC12.[Cl][Sb]([Cl])[Cl] (stereo not drawn) | 59 | 46 | 4.5* | 12 | 87 | 59 | . | 57 | 4.6*
O=C(O)CNC(=O)CF | 120 | 95 | 115 | 98 | 91 | 93 | 117 | 100 | 91
CC(C)N(CCC(C(N)=O)(c1ccccc1)c1ccccc1)C(C)C | . | 99 | 112 | 101 | 101 | 100 | 115 | 98 | 102
O=C(COc1ccc([N+](=O)[O-])cc1)Nc1cccc(S(=O)(=O)F)c1 | 94 | 91 | 104 | 87 | 90 | 96 | 78 | 98 | 82
CC(C)OP(=S)(S)OC(C)C | 102 | 99 | 103 | 92 | . | 107 | 103 | 104 | 121

As entered above:
Entry of CN(C)C1C(=O)C(C(N)=O)=C(O)C2(O)C(=O)C3=C(O)c4c(O)cccc4C(C)(O)C3CC12.[Cl][Sb]([Cl])[Cl] (stereo not drawn) under CAKI-1: 12
Entry of CC(C)OP(=S)(S)OC(C)C under NCI-H522: 121
Entry of O=C1NC(=O)C(=Cc2ccccc2[N+](=O)[O-])C(=O)N1 under RXF 393: 108&109

The listing continues:
SMILES | RXF 393 | NCI-H23 | NCI-H460 | CAKI-1 | NCI-H226 | ACHN | A498 | NCI/ADR-RES | NCI-H522
O=C(O)CNC(=O)C(Cl)(Cl)Cl | 92 | 106 | 96 | 89 | 94 | 93 | 96 | 108 | 85
N#Cc1nc(-c2ccccc2)oc1N1CCC(S(=O)(=O)F)CC1 | 92 | 99 | 106 | 100 | 98 | 95 | 108 | 104 | 94
CC(C)CC(C)(c1ccc(O)cc1)c1ccc(O)cc1 | 104 | 85 | 105 | 73 | 104 | 108 | 98 | 97 | 86
CNc1cccc2ccccc12 | 103 | 90 | 98 | 94 | 82 | 99 | 93 | 102 | 98
CC1CN1CCCCN1CC1C (stereo not drawn) | 115 | 109 | 104 | 102 | 106 | 107 | 107 | 108 | 66
Cc1cc(C)c2c(c1)NP(=S)(c1ccccc1)N2 (stereo not drawn) | 120 | 109 | . | 107 | 113 | 109 | 113 | 107 | 91
CSc1nc(Cl)cc(N2CC2)n1 | 111 | 103 | 105 | 98 | 108 | 109 | 122 | 119 | 126
N#CC(C#N)=Cc1ccc(F)cc1 | 111 | 104 | 105 | 101 | 105 | 111 | 85 | 104 | 98
Sc1cc(Cl)c(Cl)cc1Cl | 120 | 100 | 114 | 110 | 120 | . | 113 | 104 | 111
O=C1c2ccccc2CCC1Cl (stereo not drawn) | 110 | 101 | 94 | 89 | 90 | 88 | 86 | 101 | 101
CC1CN1P(=O)(Oc1ccc2ccccc2c1)N1CC1C (stereo not drawn) | 119&111 | 115&104 | 115&101 | 104&91 | 117&99 | 99&99 | 115 | 113&106 | 105&89
CC(C)c1cc([N+](=O)[O-])cc([N+](=O)[O-])c1O | 102 | 102 | 105 | 99 | 102 | 103 | 108 | 97 | 103
CC(=O)N1N=C(c2ccc3c(c2)OCO3)CC1c1sc(N(CCCl)CCCl)nc1Cl (stereo not drawn) | 117 | 100 | 98 | 83 | 97 | 89 | 73 | 101 | 73
CC(=O)Nc1nc2c(s1)C1=CC[C@H]3[C@@H]4CC[C@H](OC(C)=O)[C@@]4(C)CC[C@@H]3[C@@]1(C)CC2 | 7.7* | 70 | 64 | 24 | 92 | 68 | 62 | 43 | 39
CCCCCN(CCCCC)N=O | 95 | 114 | 111 | 100 | 99 | 98 | 98 | . | 94
COC1=CC(=O)O[C@@H](CCc2ccc3c(c2)OCO3)C1 | . | 114 | 131 | 107 | 101 | 105 | 95 | 118 | 98
CC1=C(C)C(=O)O[C@@H]([C@](C)(O)[C@]2(O)CC[C@@]3(O)[C@@H]4C[C@H]5O[C@]56CC=CC(=O)[C@]6(C)[C@H]4CC[C@]23C)C1 | . | -22* | 5.6* | -49* | -45* | -72* | -60* | 43 | -60*
COc1ccc(C(O)(c2ccccc2)c2ccncc2)cc1 (stereo not drawn) | 63 | 97 | 116 | 92 | 85 | 71 | 100 | 74 | 85
COc1cc2c(cc1OC)C13CC[N+]4([O-])CC5=CCOC6CC(=O)N2C1C6C5CC34 (stereo not drawn) | 116 | 103 | 108 | 108 | 91 | 108 | 106 | 102 | 103
NC(=NC1CCCCC1)NC(=O)NC1CCCCC1 | 108 | 103 | 101 | . | 91 | 99 | 109 | 105 | 63
CNC(=O)Oc1cccc(N=CN(C)C)c1 | 112 | 103 | 106 | 91 | 104 | 100 | 104 | 105 | 97
N#CC(C#N)=Cc1ccc(Cl)cc1Cl | 118 | 101 | 105 | 99 | 100 | 105 | 103 | 101 | 82
Nc1cc2nonc2c2nonc12 | 111 | 105 | 113 | 98 | 108 | 98 | 124 | 106 | 93
c1cnc2[nH]cc(-c3csc(-c4cn(CCCCN5CCCCC5)c5ccccc45)n3)c2c1 | 87 | 95 | 76 | . | 95 | 98 | 96 | 90 | 99
CCCCN(CCCC)CC(O)c1ccc(Cl)c(C)c1Cl (stereo not drawn) | 110 | 107 | 105 | 97 | 104 | 112 | 103 | 111 | 90
CCCCC1(CCI)C(=O)NC(=O)NC1=O | 104 | 105 | 106 | 90 | 106 | 100 | 93 | 109 | 94
COc1cc([C@@H]2c3cc4c(c(O)c3C[C@H]3COC(=O)[C@@H]32)OCO4)cc(OC)c1OC | 14 | 17 | 0.3* | 20 | 49 | 34 | -29* | -29* | -25*
NP(=O)(Oc1ccccc1)c1ccccc1 (stereo not drawn) | 119 | 101 | 103 | 98 | 104 | 115 | . | 108 | 89
CC12C=CC(=O)C=C1CCC1C2C(O)CC2(C)C1CCC2(O)C(=O)COC(=O)CCCc1ccc(N(CCCl)CCCl)cc1 (stereo not drawn) | 107&118 | 83&84 | 68&61 | 36&44 | 79&71 | 73&57 | 81&119 | 81&75 | 60
Clc1ccc(N2CCNCC2)cc1 | 103 | 105 | 108 | 87 | 99 | 100 | 93 | 107 | .

The last 4 records of the part before are carried over, then new ones follow:
SMILES | RXF 393 | NCI-H23 | NCI-H460 | CAKI-1 | NCI-H226 | ACHN | A498 | NCI/ADR-RES | NCI-H522
COc1cc([C@@H]2c3cc4c(c(O)c3C[C@H]3COC(=O)[C@@H]32)OCO4)cc(OC)c1OC | 14 | 17 | 0.3* | 20 | 49 | 34 | -29* | -29* | -25*
NP(=O)(Oc1ccccc1)c1ccccc1 (stereo not drawn) | 119 | 101 | 103 | 98 | 104 | 115 | . | 108 | 89
CC12C=CC(=O)C=C1CCC1C2C(O)CC2(C)C1CCC2(O)C(=O)COC(=O)CCCc1ccc(N(CCCl)CCCl)cc1 (stereo not drawn) | 107&118 | 83&84 | 68&61 | 36&44 | 79&71 | 73&57 | 81&119 | 81&75 | 60
Clc1ccc(N2CCNCC2)cc1 | 103 | 105 | 108 | 87 | 99 | 100 | 93 | 107 | .
COc1ccc2oc(=O)cc(CN(CCCl)CCCl)c2c1 | 82 | 94 | 93 | 67 | 88 | 84 | 86 | 93 | 74
Cc1ccc(C(=O)C2CN(C)CCC2(O)c2ccc(C)cc2)cc1 (stereo not drawn) | 128 | 103 | 111 | 94 | 113 | . | 94 | 103 | 111
OC(c1cccc(Cl)c1)C(Cl)(Cl)Cl (stereo not drawn) | 104 | 86 | 112 | 93 | 65 | 93 | 125 | 105 | 86
O=C1/C(=C/c2cn(Cc3ccccc3)c3ncccc23)N2CCC1CC2 | 90 | 86 | 103 | 73 | 62 | 85 | 69 | 72 | 72
CN(CCCl)CC1OC(c2ccccc2)OC2C1OC1OC(C)(C)OC12 (stereo not drawn) | 106 | 99 | 106 | . | 94 | . | 82 | 103 | 93
O=[N+]([O-])c1cc(S(=O)(=O)F)ccc1Cl | 104 | 112 | 111 | . | 101 | 99 | 93 | 130 | 94
CCN(CC)CCOC(=O)C(OCCOc1ccccc1)(c1ccccc1)c1ccccc1 | 91 | 90 | 87 | 73 | 96 | 94 | 39 | 92 | 73
CC(OC(=O)CCl)C(=O)O (stereo not drawn) | 101 | 98 | 101 | 96 | 93 | 105 | 99 | 101 | 89
O=C(CCN1CC1)OCC1CCCO1 (stereo not drawn) | 114 | 103 | 111 | 102 | 124 | 108 | 93 | . | 103
O=c1cc[nH]c(=O)o1 | 114 | 105 | 106 | 102 | 98 | 115 | 114 | 111 | .
CCC1(CC)C(=O)NC(=O)NC1=O | 118 | 98 | 105 | 99 | 107 | 100 | 101 | 102 | .
CC[C@H]1C2CC3[C@@H]4N(C)c5ccccc5[C@]45C[C@@H](C2C5O)N3[C@@H]1O (stereo partly drawn) | 101 | 94 | 114 | 90 | 96 | . | 114 | 101 | 95
CCCCNCC(O)c1ccccc1 (stereo not drawn) | 126 | 109 | 123 | 97 | 109 | 99 | 97 | 101 | 103
CN(C)C(=O)CCl | 93 | 81 | 103 | 98 | 91 | 96 | 91 | 92 | 98
O=[N+]([O-])c1ccc(OCCOc2ccc(S(=O)(=O)F)cc2)c(Cl)c1 | 71 | 90 | 105 | 99 | 98 | 94 | 83 | 102 | 65
CCC(C)(c1ccc(O)cc1)c1ccc(O)cc1 | 118 | 99 | 103 | 99 | 97 | 101 | 85 | 99 | 106
Clc1cc(Cl)nc(N2CC2)n1 | 110 | 111 | 104 | 86 | 98 | 101 | 119 | 111 | 98

Screening results deposited in PubChem BioAssay by NCI.
